PV pol inh: poliovirus RdRp elongation inhibitors, primary screen, biochemical, fluorescence polarization, total intensity. Genome polyprotein (Poliovirus type 1 (strain Mahoney)), P03300. 150,000 tested, 0.66% active. poliovirus polymerase elongation; active compounds read low. % elongation, % (compound at 16.7 µg/mL); in the data active = % elongation below about 90%; note: some results filed as inactive read as strong as hits
Target sequence (P03300 1749-2209 limits assumed): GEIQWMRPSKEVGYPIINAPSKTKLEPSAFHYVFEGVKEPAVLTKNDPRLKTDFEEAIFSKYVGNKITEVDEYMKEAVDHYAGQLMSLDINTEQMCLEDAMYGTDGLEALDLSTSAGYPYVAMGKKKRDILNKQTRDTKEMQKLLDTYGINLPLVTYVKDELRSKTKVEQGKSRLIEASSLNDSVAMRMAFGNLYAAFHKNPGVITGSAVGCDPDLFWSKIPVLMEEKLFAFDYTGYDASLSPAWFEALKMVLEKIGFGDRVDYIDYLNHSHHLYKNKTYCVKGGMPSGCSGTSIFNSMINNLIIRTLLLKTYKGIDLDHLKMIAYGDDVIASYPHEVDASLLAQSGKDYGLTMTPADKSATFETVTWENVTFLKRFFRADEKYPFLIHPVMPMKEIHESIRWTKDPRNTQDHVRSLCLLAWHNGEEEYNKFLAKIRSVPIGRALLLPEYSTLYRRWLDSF
PV pol inh FP z-score: further read-out of PV pol inh, marked with its call; z-score; measured here: FP z-score; hits read low
* hit, by the source's call; & = joins results of further samples. This is a subset; rates above refer to the full screens.

SMILES	PV pol inh	PV pol inh FP z-score
CCn1c(C(=O)N2CCC(C(=O)NCCc3ccc(OC)c(OC)c3)CC2)cc2sccc21	102	0
CCOC(=O)CC1Sc2ccccc2N=C1SCC(=O)Nc1ccc(Cl)cc1Cl (stereo not drawn)	110	1.2
CCOc1ccccc1OCC(=O)O	100	-0.7
CCOc1ccc2oc(=O)cc(CN3CCN(Cc4ccc(F)cc4)CC3)c2c1	101	-1
Cc1ccc(-c2nn(CCC(N)=O)c(=O)c3ccccc23)cc1	110	1.2
Cc1ccccc1CCNC(=O)c1cc2cc(S(=O)(=O)N3CCCCC3)ccc2n1C	103	-1.2
COc1ccc(NC(=O)c2ccc(COCC(F)(F)C(F)F)cc2)cc1	100	0
O=c1[nH]c(SCc2cc(=O)n3ccccc3n2)nc2c1CCC2	102	-0.1
Cc1ccc(C)c(N2CCN(c3nc4ccc(Cl)cc4n4cnnc34)CC2)c1	104	-1
CC1(C)NC(=O)N(c2ccccc2)N1	101	-0.2
CC(C)(C)OC(=O)NCCN1CCNCC1	101	-0.3
CCN(C(=O)C12CC3CC(CC(C3)C1)C2)C1CCS(=O)(=O)C1 (stereo not drawn)	104	0.6
COc1ccc(OC)c(CCNC(=O)CCn2c(=O)c3cccn3c3cccnc32)c1	106	-0.2
Cc1nc2c(c(C)nn2C(C)(C)C)c(C)c1CCC(=O)Nc1ccc(Br)cc1Br	110	0.9
CN(C(=O)c1cccs1)C1CCS(=O)(=O)C1 (stereo not drawn)	102	0.2
O=c1c(-c2cc(-c3ccc(F)cc3)nc3c2COc2ccc(Cl)cc2-3)coc2ccc(F)cc12	107	0.7
COC(=O)C1=C(C)N(Cc2cccnc2)C(=O)/C1=C\c1cccc(Cl)c1	104	0.3
Cc1nn(-c2ccccc2)c(C)c1/C=C(\C#N)S(=O)(=O)c1ccccc1	102	0.8
CC(C)(C)C1=NN(C(=O)c2cccc(S(=O)(=O)N3CCOCC3)c2)C(=O)C1	104	0.3
O=C(O)c1cccnc1	98&101	-0.3&0.4
CCN(CC)S(=O)(=O)c1ccc2c(c1)N(CC(=O)Nc1ccc(Cl)cc1)C(=O)C1CCCN21 (stereo not drawn)	132	5.4
Cc1cc(C(=O)NN=C2CCCCC2)c2ccccc2n1	102	0.1
CCCOc1ccc(Nc2cc(C)nc(C)n2)cc1	112	1.1
COC(=O)Cc1nc(NC(=O)c2nc(-c3ccccc3)oc2C)sc1C	103	0.3
Cn1c(/C(C#N)=C(\O)Cc2ccccc2)nc2ccccc21	102	0.4
COC(=O)c1ccc(N=Cc2ccc(Br)s2)cc1	102	0
COc1ccc(-c2cc(C(F)(F)F)nc(SCCC(=O)Nc3cc(C)on3)n2)cc1	104	0.4
O=C(NCc1ccc2c(c1)OCO2)c1ccncc1	104	-0.2
O=C1NCCCCC1NS(=O)(=O)c1cccc2ccccc12 (stereo not drawn)	108	0.8
O=C(/C(=N/O)n1cncn1)c1ccc(Cl)cc1Cl	100	-0.6

Compound profiles (already shown). Values in the order: PV pol inh, PV pol inh FP z-score
CC(C)(C)C1=NN(C(=O)c2cccc(S(=O)(=O)N3CCOCC3)c2)C(=O)C1 reads 104, 0.3
CC(C)(C)OC(=O)NCCN1CCNCC1 reads 101, -0.3
Cn1c(/C(C#N)=C(\O)Cc2ccccc2)nc2ccccc21 reads 102, 0.4
Cc1ccc(-c2nn(CCC(N)=O)c(=O)c3ccccc23)cc1 reads 110, 1.2

(cont.)
SMILES	PV pol inh	PV pol inh FP z-score
O=C(Nc1ccc(N2CCCCC2)cc1)c1ccc(F)cc1	102	0.1
COc1ccc(-c2cc(C(=O)Nc3cccnc3Cl)no2)cc1OC	109	0.9
CC(=O)Nc1ccc(OCc2nnc(C)o2)cc1	101	-0.1
Cn1ccnc1S/C=C/C(=O)c1ccc(Cl)cc1	99	-0.5
CCOc1ccc(CC(=O)NC2CC(=O)N(c3cccc(F)c3)C2)cc1 (stereo not drawn)	110	0.6
COc1cc(OC)c(NC(=O)c2cnc(N3CCCC3)nc2C)cc1Cl	113	1.1
CCN(CC)C(=O)c1ccc(C(=O)c2cc(OC)ccc2OC)cc1	101	0.2
CC12C(=O)N(c3nccs3)C(=O)C1C1C=CC2C1 (stereo not drawn)	99	-0.7
CC(=Nc1ccc(C)cc1C)c1sc2ccccc2c1O	118	3.3
CC(C)(C)n1ncc2c(=O)n(CC(=O)NCc3ccc(F)cc3)cnc21	97	-1.8
NC(=O)C[n+]1cccc2ccccc21	81	-3.6
S=c1[nH]nc(C2COc3ccccc3O2)o1 (stereo not drawn)	98&92	-0.3&-0.8
O=C(Oc1ccc2cc(OC(=O)c3ccccc3)ccc2c1)c1ccccc1	102	0.1
COc1ccc(-c2nc3scc(CCNS(=O)(=O)c4c(C)noc4C)n3n2)cc1OC	104	-0.7
COc1cccc(CNC(=O)Cn2c(C)c3cnn(-c4ccccc4)c(=O)c3c2C)c1	108	0.3
CC(=O)Nc1cccc(C(=O)OCC(=O)c2cc3ccccc3o2)c1	154	6.3
Cc1cc(NC(=O)c2noc3c2CC(C(C)(C)C)CC3)nn1Cc1ccc(Cl)cc1 (stereo not drawn)	103	0.4
CCOc1cc(CO)ccc1OCC(=O)Nc1ccc(C)c(Cl)c1	102	0.9
CCOc1ccc(CCNC(=O)Cn2nc(CC)n3c(cc4sccc43)c2=O)cc1	104	-0.8
Cc1ccc(S(=O)(=O)N2CCN(S(=O)(=O)c3ccccc3)C2C(C)C)cc1 (stereo not drawn)	95	-0.5
O=C(c1ccncc1)N1c2ccccc2Sc2ccccc21	101	-0.2
COc1ccccc1CNC(=O)c1oc2ccc3c(c2c1C)C(=O)CC(C)(C)O3	108	-0.5
O=C(NCC1CCCO1)c1ccc2c(Cl)c3c(nc2c1)CCCC3 (stereo not drawn)	103	0.3
CCc1ccc(Oc2nc3c(C)cccn3c(=O)c2/C=C(\C#N)c2nc3ccccc3[nH]2)cc1	108	0.8
Cc1ccc(S(=O)(=O)N(CCC(=O)N2CCOCC2)c2ccccc2)cc1	107	0.5
Cc1coc2c(C)c3oc(=O)c(CC(=O)N4CCCCC4)c(C)c3cc12	111	0.8
CCCCN(CCCC)CCNC(=O)Cn1nc(C)n2c(cc3sccc32)c1=O	105	-0.2
Cc1ccc(CNC(=O)C2CCN(Cc3nc(-c4ccccc4C)oc3C)CC2)cc1	109	0.5
Cc1nc2ccc(CCC(=O)O)cc2[nH]1	99	-0.7
CSc1sc(/C(C)=N\O)c2c1/C(=N\O)CC(C)(C)C2	101	-0.9
C=CCSc1nnc(-c2ccccc2)n1-c1ccccc1	102	-0.2
C=C(C)CC1NC2CC(C)(C)C1c1ccccc12 (stereo not drawn)	101	-0.2
CCC(C(=O)N1CCN(c2cc(Cl)ccc2C)CC1)n1nc(C)n2c(cc3occc32)c1=O (stereo not drawn)	109	0.5
CC(C)c1ccc(NC(=O)C2CC(=O)N(C3CCCC3)C2)cc1 (stereo not drawn)	100	-0.7
CC(=O)Oc1coc2ccc3c(C)cc(=O)oc3c12	108	0.6
COc1cc(C=Nc2ccc3[nH]c(=O)[nH]c3c2)ccc1OC(C)=O	104	0.7
COc1ccc(C2c3cccn3CCN2S(=O)(=O)c2ccccc2[N+](=O)[O-])cc1OC (stereo not drawn)	107	0.3
CCNC(=O)COc1ccccc1Cl	99	-0.3
O=C(NC1CCCC1)c1ccc2c(c1)N(Cc1c(F)cccc1Cl)C(=O)c1ccccc1S2	112	0.9
O=C(Cc1c(F)cccc1Cl)Nc1cc(C(=O)N2CCCC2)ccc1N1CC2CC(C1)c1cccc(=O)n1C2 (stereo not drawn)	101	0.1
CCc1ccc(Cn2c(CNS(=O)(=O)c3ccc(C)c(C)c3)nc3cccnc32)cc1	110	0.5
COc1cc(=O)n(C)c2c(OC(C)=O)cccc12	98	-0.4
O=C(NCCN1CCOCC1)Nc1ccc(Cl)cc1Cl	101	0.2
O=C(CNC1Cc2ccccc2C1)Nc1ccccc1N1CCOCC1	100	-0.3
Cn1c(=O)c(=O)n(C)c2cc(NC(=O)C(C)(C)C)ccc21	98	-0.8

Compounds from the list above that have bromine, in the order listed:
SMILES	PV pol inh	PV pol inh FP z-score
Cc1nc2c(c(C)nn2C(C)(C)C)c(C)c1CCC(=O)Nc1ccc(Br)cc1Br	110	0.9
COC(=O)c1ccc(N=Cc2ccc(Br)s2)cc1	102	0

Carrying on:
SMILES	PV pol inh	PV pol inh FP z-score
Cc1c(C(=O)OC2CCCCC2=O)oc2ccc(Br)cc12 (stereo not drawn)	103	0.2
Cc1nc2ccn(Cc3cccs3)c(=O)c2cc1C(=O)N1CCN(c2ccc(F)cc2)CC1	113	1.4
Cc1noc(C)c1COc1cc2ccccc2cc1C(=O)OCc1cc(=O)n2c(C)csc2n1	102	-0.2
Cc1ccccc1Nc1c(-c2cccc(N(C)C)c2)nc2ccc(Br)cn12	111	0.8
O=C(CSC1=N/C(=C\c2ccc(F)cc2)C(=O)N1Cc1ccco1)N1CCCC1	103	0.1
CCCCN(CCCNC(=O)c1cc(Nc2ccc(OC)cc2)nc2ccccc12)Cc1ccccc1	111	0.7
CCOC(=O)N=c1oc2cc(Cl)c(Cl)cc2o1	99	-0.6
COc1ccc(NC(=O)N(CCN(C)C)Cc2cc3cc(OC)ccc3[nH]c2=O)cc1	103	0.5
CCC1CCCCN1C(=O)CSc1nnc2c3ccccc3n(CC(=O)O)c2n1 (stereo not drawn)	103	0.3
CC(OC(=O)C1CCN(C(=O)c2ccc(Cl)cc2)CC1)C(=O)NC1CC1 (stereo not drawn)	104	0.3
COc1ccc(OC)c(S(=O)(=O)N2CCN(Cc3nc4ccc(C)cc4o3)CC2)c1	105	-0.3
CCC(Oc1ccccc1F)C(=O)Nc1cc(-c2ccccc2)no1 (stereo not drawn)	112	0.9
CCN(Cc1ccccc1)C(=O)c1sc2nc(C)cc(C)c2c1N	103	0
Cc1ccc(NC(=O)c2ncn(-c3ccccc3)n2)cc1Cl	106	0.4
COc1ccc(NC(=O)C2C3C=CC(C3)C2C(=O)NCc2ccco2)cc1 (stereo not drawn)	101	-0.4
O=C(OCc1cc(Cl)cc2c1OCOC2)c1ccc2c(=O)n3c(nc2c1)CCCCC3	100	-0.5
O=C(CC(NCc1ccco1)C(=O)O)Nc1cccc(C(F)(F)F)c1 (stereo not drawn)	98	-0.8
CCOc1ccc(NC(=O)NCc2c(-n3cccc3)sc3c2CCCC3)cc1	105	-0.6
O=C1CC2(CCCC2)C(=O)N1CN1CCN(S(=O)(=O)c2ccc(F)cc2)CC1	98	-0.8
O=C(NCCc1ccccc1)c1cc(=O)c2ccccc2o1	103	0.5
CC(C)(C)C(=O)Nc1c(C(=O)N2CCN(c3ccc(F)cc3)CC2)oc2ccccc12	111	1.1
N#Cc1c(OCC(F)(F)F)ccc(SCc2ccccc2)c1OCC(F)(F)F	103	-0.2
NS(=O)(=O)c1ccc(NC(=O)COC(=O)CN2C(=O)C3CC=CCC3C2=O)cc1 (stereo not drawn)	103	0
COc1ccc(-c2nc3c(C#N)c[nH]n3c2NC2CCCCC2)c(OC)c1	108	0
CC(=O)n1c(C=Nc2ccccc2)c(O)c2ccccc21	109	1.3
O=C(CBr)c1cc(Cl)ccc1Cl	99	-0.4
CCn1c(SCCc2ccccc2)nc2cc(S(=O)(=O)N3CCOCC3)ccc21	109	1.1
CCN(CC)S(=O)(=O)c1ccc(C(=O)N2CC(=O)Nc3ccc(F)cc3C2c2ccccc2)cc1 (stereo not drawn)	106	0.2
CCN1/C(=C(\C#N)c2nc(C#N)c(C#N)nc2N2CCOCC2)Nc2ccccc21	100	-0.3
CC1CCCCN1C(=O)c1cc2nc(-c3ccc(Cl)cc3)cc(C(F)(F)F)n2n1 (stereo not drawn)	104	0.4

A stretch from the list above:
SMILES	PV pol inh	PV pol inh FP z-score
COc1ccc(-c2nc3c(C#N)c[nH]n3c2NC2CCCCC2)c(OC)c1	108	0
CC(=O)n1c(C=Nc2ccccc2)c(O)c2ccccc21	109	1.3
O=C(CBr)c1cc(Cl)ccc1Cl	99	-0.4
CCn1c(SCCc2ccccc2)nc2cc(S(=O)(=O)N3CCOCC3)ccc21	109	1.1
CCN(CC)S(=O)(=O)c1ccc(C(=O)N2CC(=O)Nc3ccc(F)cc3C2c2ccccc2)cc1 (stereo not drawn)	106	0.2
CCN1/C(=C(\C#N)c2nc(C#N)c(C#N)nc2N2CCOCC2)Nc2ccccc21	100	-0.3
CC1CCCCN1C(=O)c1cc2nc(-c3ccc(Cl)cc3)cc(C(F)(F)F)n2n1 (stereo not drawn)	104	0.4

Following part.
SMILES	PV pol inh	PV pol inh FP z-score
COc1ccc(N2Cc3ccccc3C2=O)cc1	101	-0.1
O=C(Cc1c(F)cccc1Cl)n1nnc2ccccc21	102	0.3
CC(C(=O)NCc1cccs1)n1ncn2cccc2c1=O (stereo not drawn)	104	0.2
CS(=O)(=N/C=C(\C#N)S(=O)(=O)c1ccc(C(F)(F)F)cn1)c1ccc(Cl)cc1 (stereo not drawn)	103	-0.5
CC(=O)c1c(C)[nH]n(-c2nc3ccccc3s2)c1=O	101	0.2
Cc1cc(C(=O)NCC2CCCO2)on1 (stereo not drawn)	98	-0.2
O=C(NCc1cccc2ccccc12)c1ccc2c3c(cccc13)CC2	102	-0.1
CCOC(=O)c1c(-c2ccc(C)cc2C)csc1NC(=O)c1ccccc1Cl	104	0.2
O=C(NCc1ccccc1)c1cc(=O)[nH]c2ccccc12	98	-0.7
O=C1/C(=C/c2cccs2)N=C(c2cccs2)N1Nc1ccccc1	96	-1.3
COc1ccc(NC(=O)COC(=O)c2ccc(N3CCCC3=O)cc2)cc1	99	-0.4
COc1ccc(-n2ccnc(NCc3ccc(Cl)cc3)c2=O)cc1	111	0.9
Cc1cc(-c2csc(N)n2)c(C)n1Cc1ccco1	100	-0.3
Cc1ccccc1NC(=O)N1CCC(CN2CCCC2)CC1	109	-0.1
COc1ccc(CNc2oc(-c3ccc(COc4ccc(OC)cc4)o3)nc2C#N)cc1	116	2.1
COC(=O)c1ccccc1NC(=O)NCc1ccccn1	105	1.1
CC(C)CC1NC(C(=O)O)Cc2c1[nH]c1ccccc21 (stereo not drawn)	99	-0.7
